Screening results (PubChem)
TNAP activation fold: human TNAP enzyme activators, primary screen, biochemical, luminescent, no phosphate acceptor, uHTS (AID 1001); purified TNAP, luminescent activation assay, no phosphate acceptor; higher activation fold means a stronger effect; activation fold at 20 µM; hits with a dose series show EC50 in µM; actives 0.03% (n = 200,000); in the data active = activation fold from about 3, or a potency from the dose series; inactive = the rest, 99 in 100 with activation fold below about 1.6; note: many of its hits are not listed in these tables
MgcRacGAP inhibition: MgcRacGAP GTPase-activating activity inhibitors, confirmation, biochemical, ADP Hunter fluorescence; actives 0.6% (n = 340,000); MgcRacGAP-stimulated Rac1 GTP hydrolysis, ADP Hunter fluorescence; higher % means a stronger effect; GST-tagged Rac1 F28L mutant substrate; one-dose inhibition, % at 30 µM; IC50 in µM for titrated hits; AID 624330;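 active = first-screen hits whose inhibition reached a set limit at any dose in the follow-up dose series; inconclusive = inhibition above the set first-screen limit but never retested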;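 note: fluorescence reports GDP produced by GAP-driven GTP hydrolysis; strong numbers were not always called active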
Myeloid diff MLP: promotes myeloid progenitor differentiation; AID 624256; calls only at 10 µM; actives 1% (n = 360,000); ER-HoxA9 myeloid progenitors, lysozyme-GFP differentiation, flow cytometry;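 active = normalized GFP-positive differentiation at or above the plate's own cutoff, the solvent-only control mean plus 3 SD; inconclusive = no clear call, values can overlap the other calls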;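 note: cells exposed to compound for four days before flow analysis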
RSV CPE inhibition: inhibition of RSV-induced cytopathic effect – HEp-2 cells, primary 10 µM value included (AID 2391); actives 0.13% (n = 310,000); HEp-2 cells, RSV-induced CPE inhibition; higher % means a stronger effect; one-dose CPE inhibition, % at 10 µM; IC50 in µM for titrated hits; in the data active = a potency from the dose series; inconclusive = CPE inhibition mostly from about 23% at the one dose, without a potency; inactive = the rest, 99 in 100 with CPE inhibition below about 21%; note: strong numbers were not always called active
NTR1 ag: agonists of NTR1, primary screen, imaging, U2OS cells, beta-arrestin-GFP, high content (AID 493036); actives 0.17% (n = 330,000); NTR1-U2OS beta-arrestin-GFP spot imaging, agonist mode; P30989; activation, % at 20 µM;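 active = activation at or above 40% of the spot to cytoplasm intensity ratio, with at least 20 cells analyzed; inconclusive = wells under 20 cells, flagged as cytotoxic or low count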;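 note: 0% = DMSO without peptide and 100% = 100 nM NTR1 peptide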
Target sequence (P30989 whole entry, looked up): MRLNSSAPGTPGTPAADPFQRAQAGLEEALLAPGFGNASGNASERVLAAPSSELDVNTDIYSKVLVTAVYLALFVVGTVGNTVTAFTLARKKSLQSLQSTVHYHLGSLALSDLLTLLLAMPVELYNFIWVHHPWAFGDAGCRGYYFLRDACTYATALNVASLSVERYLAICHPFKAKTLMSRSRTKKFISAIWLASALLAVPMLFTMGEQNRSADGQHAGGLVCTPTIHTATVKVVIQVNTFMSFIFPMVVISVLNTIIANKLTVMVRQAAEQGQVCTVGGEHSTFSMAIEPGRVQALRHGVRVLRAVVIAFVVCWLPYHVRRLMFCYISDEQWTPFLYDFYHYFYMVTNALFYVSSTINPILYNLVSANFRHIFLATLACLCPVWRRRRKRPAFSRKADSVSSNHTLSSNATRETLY
T cell HTS: modulates CD8 T cell binding to vesicles; 2C CD8+ T cell-vesicle binding, flow cytometry; active compounds read low; actives 0.068% (n = 330,000); calls only at 7 µM;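 active = response, share of CD8 T cells binding vesicles, and their 90th percentile fluorescence all below set limits, cut at about 80% in these data, passing the limit was not always enough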
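Material: murine 2C transgenic CD8+ T lymphocytes / Also added: QL9-peptide-loaded Drosophila micro-vesicles bearing Ld, ICAM-1 and B7-1 / Schedule: binding step 1.5 h, 37 °C, antibody labelling 20 min, ice / Signal: flow cytometry, PE anti-B7-1 (FL2) versus Alexa647 anti-CD8 (FL8), PFA-fixed / Evaluation: percent CD8+ FL2 mean versus row control / Benchmarks: naked versus QL9-loaded vesicles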
Salmonella PhoP GFP: inhibitors of PhoP regulon expression, primary screen, Salmonella Typhimurium, GFP reporter (AID 1863); S. Typhimurium PhoP-regulated promoter GFP reporter, 4 h; higher % means a stronger effect; one-dose inhibition, % at 50 µM; IC50 in µM for titrated hits; actives 0.16% (n = 300,000);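 active = inhibition over 29.93%, a cutoff 3 SD above the screen mean, later confirmed by dose response; inconclusive = inhibition over 29.93% but no dose response follow-up; inactive = inhibition at most 29.93% or unconfirmed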;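 note: 0% = low Mg2+ inducing control and 100% = high Mg2+ repressing control; strong numbers were not always called active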
Large T inhibition: TAg ATPase/helicase activity blockers – biochemical (AID 1903); SV40 large T antigen ATPase/helicase inhibition assay; higher % means a stronger effect; inhibition, % at 20 µM, or IC50 in µM where a hit was titrated; actives 0.39% (n = 310,000); in the data active = a potency from the dose series; inconclusive = inhibition mostly from about 32% at the one dose, without a potency; inactive = the rest, 99 in 100 with inhibition below about 32%; note: strong numbers were not always called active
UTI89 phage lysis: protection from phage-mediated lysis, alamar blue read-out – E. coli UTI89, K1F phage, bacterial capsule biogenesis inhibitors (AID 488966); E. coli UTI89 K1F phage lysis, alamar blue, 2 h; higher % means a stronger effect; inhibition, % at 100 µM, or IC50 in µM where a hit was titrated; actives 0.02% (n = 340,000);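 active = phage lysis inhibition, versus mean bacterial control, above a set limit; inconclusive = no clear call, values can overlap the other calls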;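 note: capsule biogenesis inhibitors block K1F phage lysis so surviving cells raise fluorescence; higher fluorescence means more inhibition of phage lysis; actives were called in the ten point dose series up to 300 µM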
T cell HTS vesicle-bound %: also measured in T cell HTS; calls as there; double positive events, %; measured here: CD8+ vesicle-bound cell fraction;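 binding gate set so that unloaded-vesicle control wells show 10% double positive cells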
NTR1 ag cell count 20 µM: further read-out of NTR1 ag, marked with its call; cell count; measured here: cell count, cytotoxicity flag
Myeloid diff MLP GFP+ MAC1+ %: also measured in Myeloid diff MLP; calls as there; GFP+ MAC1+ double positive, %; measured here: differentiation confirmed by MAC1 staining
* hit, by the source's call; i = inactive; ? = inconclusive; / = not tested or not shown; [ ] = another dose, or the depositor's remark.

compound,TNAP activation fold,MgcRacGAP inhibition,Myeloid diff MLP,Myeloid diff MLP GFP+ MAC1+ %,RSV CPE inhibition,NTR1 ag,NTR1 ag cell count 20 µM,T cell HTS,T cell HTS vesicle-bound %,Salmonella PhoP GFP,Large T inhibition,UTI89 phage lysis
Cc1nc(N)sc1Cc1ccc2c(c1)OCO2,1.1,21%,i,0.7,0.3%,-1.0,46,i,52,54%,31%,-0.2%
CC(C)NC(=S)NC(=O)c1ccc(Cl)cc1Cl,1.2,7%,i,0.5,12%,-1.1,57,i,40,2%,12%,0.0%
CC(=O)c1cc(CN2CCC(C(=O)Nc3ccc(-n4nc(C)cc4C)cc3)CC2)cs1,/,-1%,i,0.5,1.5%,-0.2,69,i,13,4%,7%,0.5%[50 µM]
O=C(c1ccc(Br)o1)N1CCN(c2ccccc2F)CC1,1.1,4%,i,0.5,2.4%,-1.1,79,i,28,4%,-1%,1.1%
Cc1cc(NC(=O)C(C)(C)C)no1,1.1,6%,i,1.4,1.0%,-0.4,61,i,57,-7%,8%,0.6%
O=C(CO/N=C/c1c(Cl)cccc1Cl)NNC(=O)c1ccc(Cl)cc1,/,7%,i,0.4,1.7%,0.7,45,i,22,-8%,2%,-0.2%
CN1C(=O)CSc2ccc(NC(=O)N3CCN(c4ccccc4)CC3)cc21,1.1,11%,i,0.1,3.1%,1.8,101,i,60,1%,11%,-0.1%
COc1cc(C(=O)Nc2cccnc2)cc(OC)c1OC,/,6%,i,0.3,1.3%,0.0,66,i,13,4%,8%,0.3%
Cc1cc(/C=C(\C#N)C(=O)N2CCCCC2)cc(C)c1O,/,59µM*,i,0.4,-0.8%,-2.0,46,i,22,2%,31%,0.0%
COc1ccc(Cl)cc1NC(=O)CNc1ccccc1CN(C)C1CCCCC1,1.1,1%,i,1.1,-0.2%,5.4,59,i,60,2%,-6%,0.9%
C=CCN(C(=O)c1cccc(N2C(=O)C3CC=CC(C)C3C2=O)c1)c1ccccc1 (centres undefined),1.1,8%,i,0.8,1.6%,3.5,58,i,37,9%,25%,-0.1%
CN=c1scc(-c2ccccc2F)n1/N=C/c1ccc[nH]1,1.3,?,/,/,11%,-0.7,44,i,34,-7%,6%,2.0%
CC(C)(C)c1ccc(C(=O)NCc2ccco2)cc1,/,/,i,0.5,2.0%,-1.1,57,i,18,/,13%,/
Cn1ncc(C#N)c1NC(=O)C1CC(c2ccc(Cl)c(Cl)c2)=NO1 (centres undefined),1.1,4%,i,1.1,2.1%,-1.4,86,i,22,-2%,-1%,-0.5%
COc1cc(NC(=O)CN2C(=O)C(C)N(c3ccc(C)cc3)C2=O)cc(OC)c1 (centres undefined),/,15%,i,1.2,2.0%,0.4,84,i,14,8%,4%,1.8%[50 µM]
Cc1ccc(CSCC(=O)N(C)CC(=O)Nc2ccccc2C(F)(F)F)cc1,/,9%,i,0.5,3.1%,2.6,58,i,52,-3%,6%,1.1%[50 µM]
COCCN1C(=O)c2oc3ccccc3c(=O)c2C1c1ccc(OC)c(OC)c1 (centres undefined),1.1,2%,i,1.3,0.4%,-3.8,60,i,64,3%,5%,4.1%
O=S(=O)(Cc1noc(-c2ccc(Cl)cc2)n1)Cc1ccco1,/,/,i,0.8,1.4%,0.2,47,i,62,-14%,23%,/
O=C(COC(=O)/C=C/c1ccc(Br)o1)NCCCN1CCCC1=O,1.1,8%,i,0.4,-1.0%,0.3,34,i,26,18%,-4%,-0.2%
OC(COc1ccc2ccccc2c1)CN1CCCC1 (centres undefined),1.2,13%,i,0.8,-1.9%,3.1,46,i,35,8%,0%,0.0%
O=C(CN(CCO)c1ccccc1)Nc1cccc(S(=O)(=O)N2CCCC2)c1,1.3,8%,i,0.2,6.5%,3.4,32,i,55,-3%,0%,-1.1%
Cc1cc(C(=O)CSc2nnc(-c3ccco3)o2)c(C)n1-c1ccc2c(c1)OCCO2,1.1,12%,i,0.9,4.4%,2.4,47,i,47,-9%,17%,1.2%
COc1cccc(OCc2cc(C(=O)N3CCN(c4ccccc4OC)CC3)no2)c1,/,-25%,?,/,8.5%,1.5,76,i,63,5%,10%,-0.2%
CC(=O)N1CCN(S(=O)(=O)c2cccc(C(=O)NNC(=O)Cn3nc(C)cc3C)c2)CC1,/,2%,i,1.1,0.9%,0.2,57,i,41,/,/,0.3%[50 µM]
Cc1ccc(C(=O)N/C(=C/c2cccs2)C(=O)NCc2ccco2)cc1,0.8,12%,i,4.0,1.5%,0.7,57,i,9,-9%,14%,1.3%[50 µM]
CCCCNc1cc(=O)oc2ccccc12,1.1,0%,i,0.7,1.2%,-2.0,81,i,26,-8%,12%,0.4%
Cc1csc(=O)n1CC(=O)OCc1nnc(-c2ccc(Cl)cc2)o1,/,3%,i,0.7,-2.3%,-0.7,50,i,13,14%,11%,-0.6%[50 µM]
COC(=O)c1ccc(NC(=O)Cc2ccccc2)cc1,1.1,-10%,i,1.0,0.9%,-3.7,79,i,21,4%,11%,-1.2%
COc1ccc(/C(C)=N/NC(=O)CNC(=O)c2ccco2)cc1,/,7%,i,0.7,2.4%,-0.4,53,i,27,-5%,9%,0.1%
CCN1C(=O)c2ccccc2S(=O)c2ccc(C(=O)N3CCN(C(=O)c4ccco4)CC3)cc21 (centres undefined),1.1,13%,i,1.3,4.0%,0.3,52,i,44,4%,4%,1.3%
COc1ccc(C(=O)C2CCCN(Cc3ccc4nonc4c3)C2)c(OC)c1 (centres undefined),1,3%,i,0.5,?,3.0,56,i,33,-5%,2%,0.2%
O=C(c1ccc2nc[nH]c2c1)N1CCc2ccccc2C1,1.3,12%,i,0.5,0.2%,-0.3,77,i,47,-8%,9%,0.3%
CCCCN=Cc1c(C)[nH]n(-c2ccccc2)c1=S,1.2,12%,i,1.2,-0.1%,1.4,55,i,24,-1%,22%,-0.3%
CCOc1ccc(C(=O)OC2CCN(C)CC2)cc1,1,10%,i,0.1,-0.4%,-0.2,59,i,41,3%,15%,0.3%
O=C(OC(C(=O)NCc1cccs1)c1ccccc1F)c1ccco1 (centres undefined),1.1,10%,i,1.2,0.9%,-1.3,62,i,44,3%,6%,0.7%
COc1cc(C(=O)NCCc2ccccc2)ccc1OCC(=O)N1CCOCC1,/,-1%,i,0.9,0.3%,-2.2,62,i,41,/,/,0.5%[50 µM]
COc1ccc(CCNC(=O)CNC(=O)Cn2ccc3ccccc3c2=O)cc1OC,/,0%,i,0.5,-0.4%,0.8,70,i,47,-13%,7%,0.0%
CC(=O)N[C@H]1[C@H](Oc2ccc3c(c2)CCC2C3CC[C@]3(C)C(=O)CCC23)O[C@H](CO)[C@@H](O)[C@@H]1O (some centres undefined),/,5%,/,/,4.7%,-0.4,40,i,57,3%,8%,0.3%
CCOc1ccc(CNC(=O)CCC(=O)N2CCSc3ccccc32)cc1,/,1%,i,1.2,1.1%,-2.1,54,i,21,/,4%,2.1%
COc1cccc(N=Cc2c[nH][nH]c2=O)c1,1.2,11%,i,1.1,2.0%,-0.3,82,i,24,37%,7%,0.4%
CCC(=O)c1ccc(OCC(=O)OCC(=O)N(CCC#N)c2ccc3c(c2)OCCO3)cc1,/,-11%,i,0.3,/,4.2,62,i,46,/,/,2.9%
Oc1ccc(-n2cccc2/C=N/n2cnnc2)cc1,1.1,9%,i,0.4,1.7%,2.3,44,i,45,-5%,38%,-1.2%
CCCC(=O)Nc1ccc(N2CCN(C(=O)c3cc4ccccc4o3)CC2)cc1,/,8%,i,2.9,1.8%,-3.1,30,i,10,3%,34%,0.1%
O=C(CSc1ccc(Cl)cc1)Nc1cccc(-c2nnc(-c3ccco3)o2)c1,1,10%,i,1.0,7.3%,2.6,69,i,74,-15%,24%,2.2%
CC(C)C(=O)NC(=O)COC(=O)/C=C/c1cccs1,1,7%,i,0.8,-0.3%,-1.3,60,i,33,9%,11%,-1.0%
COc1ccc([N+](=O)[O-])cc1NS(=O)(=O)c1cc(C(=O)N2CCN(C)CC2)ccc1OC,/,6%,i,1.4,0.3%,1.1,64,i,50,/,/,0.9%[50 µM]
CCN1CCCc2cc(CN(CCN3CCOCC3)C(=O)Nc3ccc(C)c(C)c3)ccc21,1.1,15%,i,7.0,4.4%,2.9,51,i,10,-8%,32%,5.4%
NC(=O)Nc1ccc(F)cc1,1.1,10%,i,0.5,0.9%,1.3,52,i,42,1%,2%,-0.1%
CCNC(=S)NNC(=O)c1ccc(S(=O)(=O)NCc2ccco2)cc1,/,5%,i,0.6,/,-1.9,42,i,47,/,/,-0.3%
COc1ccccc1OCC(=O)Nc1cc(S(=O)(=O)N2CCCCC2)ccc1N1CCCCC1,1.2,8%,i,1.2,3.5%,-1.6,56,i,19,7%,-2%,0.0%

(cont.)
compound,TNAP activation fold,MgcRacGAP inhibition,Myeloid diff MLP,Myeloid diff MLP GFP+ MAC1+ %,RSV CPE inhibition,NTR1 ag,NTR1 ag cell count 20 µM,T cell HTS,T cell HTS vesicle-bound %,Salmonella PhoP GFP,Large T inhibition,UTI89 phage lysis
CCN(CC)S(=O)(=O)c1ccc2c(c1)c(=O)c(C(=O)NCc1cccs1)cn2C,1,6%,i,0.9,3.2%,/,/,i,51,-4%,6%,1.2%[50 µM]
COc1ccc(O)c(/C=N/NC(=O)c2ccc(N3CCCC3=O)cc2)c1,/,1%,i,1.5,1.9%,-1.2,63,i,38,-2%,10%,1.4%
COc1cc2c(cc1OC)C(c1cccc([N+](=O)[O-])c1)NC(=O)C2 (centres undefined),1.1,5%,i,0.7,-0.6%,0.0,46,i,37,1%,27%,-0.5%
CCN1CCCC1CNS(=O)(=O)c1cc(Br)cc2c1N(C(=O)C1CC1)CC2 (centres undefined),1.1,1%,i,0.7,1.4%,-0.9,88,i,28,-2%,4%,-0.1%
CCOC(=O)C1=C(c2ccccc2)Nc2ncnn2C1c1cc(OC)cc(OC)c1OC (centres undefined),1,1%,i,2.4,-0.4%,-1.3,87,i,41,-7%,-10%,0.1%
